High-throughput results: PubChem, Broad Institute
Xi reactivation = X-chromosome reactivation activator | 0.055% of 360,000 active | XiGFP mouse fibroblasts, % GFP-positive cells imaging, 3 d; cells co-treated with 5-aza-dC sensitizer; scaled so ellipticine positive control = 100% | activation, % at 7.58 µM;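 active means mean normalized replicate activation at least 10% and every replicate at or above 10%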;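 further: 0% = median of on-plate neutral control wells and 100% = ellipticine 6 µM median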
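System: XiGFP fibroblasts, SV40-immortalized. Medium: DMEM plus 5-aza-dC sensitizer. Doses: single point. Timing: 3 d treatment, 15 min room-temperature fixation. Control set: ellipticine 6 µM.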
ARNT-TACC3 inh = disruptors of human ARNT/TACC3 interaction. AlphaScreen His-ARNT PAS-B/GST-TACC3 binding, luminescence; TACC3 fragment carries E629A point mutation. inhibition, % at 9.99 µM. Q9Y6A5. 0.66% of 390,000 active;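 active means mean inhibition of replicates at least 50% and at least half of replicates each reaching 50%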;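 further: 0% = complete ARNT plus TACC3 wells and 100% = ARNT alone without TACC3; many hits fall short of the cut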
F508del corr = correctors of CFTR F508del function in bronchial epithelial cells; CFBE cells, YFP halide quenching; stimulated with forskolin plus potentiator P3; % fluorescence drop versus neutral controls; activity (quench increase), % at 7.58 µM; 0.36% of 350,000 active;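 active means mean added fluorescence quench of at least 8% versus neutral control, with both replicates also reaching 8%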;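 further: cells transiently co-express mutant CFTR-F508del with the halide-sensitive YFP; corrector assay measuring rescue of mutant channel to the surface after 24 h compound exposure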
RAD54 inh = inhibitors of human RAD54 branch migration. Q92698. RAD54 Holliday junction branch migration, FAM/BHQ fluorescence. inhibition, % at 10.4 µM. 0.14% of 360,000 active;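 active means mean normalized replicate activity at least 40 and at least half of replicates scoring 40 or more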;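 further: 0% = median of neutral control wells and 100% = median of positive control wells; inhibitors cause a drop in the FAM fluorescence signal; in these data hits start at about 50%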
Target sequence (Q92698 whole entry, looked up): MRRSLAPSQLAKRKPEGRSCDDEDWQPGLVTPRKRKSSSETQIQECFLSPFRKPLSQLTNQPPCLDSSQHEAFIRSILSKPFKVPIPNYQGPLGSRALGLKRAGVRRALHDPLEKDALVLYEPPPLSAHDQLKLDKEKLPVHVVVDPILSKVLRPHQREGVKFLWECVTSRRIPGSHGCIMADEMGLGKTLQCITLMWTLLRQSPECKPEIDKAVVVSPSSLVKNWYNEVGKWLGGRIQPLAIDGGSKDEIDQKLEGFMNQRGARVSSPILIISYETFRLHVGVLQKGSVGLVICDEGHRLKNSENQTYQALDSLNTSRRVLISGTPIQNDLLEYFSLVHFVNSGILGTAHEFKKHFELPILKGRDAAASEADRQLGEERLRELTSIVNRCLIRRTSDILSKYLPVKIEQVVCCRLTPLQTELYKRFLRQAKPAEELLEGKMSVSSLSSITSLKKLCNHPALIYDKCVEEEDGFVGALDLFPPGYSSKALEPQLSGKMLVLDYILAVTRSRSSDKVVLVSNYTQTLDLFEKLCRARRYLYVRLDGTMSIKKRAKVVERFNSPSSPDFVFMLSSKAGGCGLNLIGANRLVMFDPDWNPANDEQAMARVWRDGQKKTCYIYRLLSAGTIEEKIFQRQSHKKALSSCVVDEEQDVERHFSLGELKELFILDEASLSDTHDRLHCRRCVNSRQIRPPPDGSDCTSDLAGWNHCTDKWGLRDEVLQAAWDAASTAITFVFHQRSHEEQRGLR
INS-1E GSIS act = GLuc luminescence reporter in INS-1E cells, primary screen for activators of glucose-dependent secretion of insulin; activation, % at 16.6 µM; 0.61% of 370,000 active; INS-1E GLuc reporter insulin secretion, 2-3 h;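 active means lowest replicate activation of at least 40%, so every replicate reaches that level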;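 further: 0% = median of neutral control wells and 100% = median of IBMX positive control wells; some compounds called inactive have numbers as strong as hits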
esBAF inh = blocks esBAF chromatin remodeling in mouse ES cells; 2% of 350,000 active; Bmi1-luciferase knock-in reporter, 24 h; 100% = twice the neutral-well signal; reporter increase, % at 12.5 µM; in the data active means activation above about 40%;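 further: 0% = median of the plate's neutral control wells and 100% = double that signal; a rise in the Bmi1 reporter signal indicates esBAF inhibition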
ERAP1 HTS inh = blocks human ERAP1 aminopeptidase activity | recombinant ERAP1, Leu-AMC fluorescence, 60 min | inhibition, % at 10.7 µM | 0.15% of 340,000 active | AID 652197;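 active means mean replicate inhibition of at least 30%, or all replicates individually reaching that 30% level; inactive means mean below 30% and not every replicate reaching it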;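 further: 0% = neutral control wells and 100% = L-leucinethiol positive control wells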
RAD52 inh = RAD52 (human) annealing inhibition. P43351. inhibition, % at 18.7 µM. 0.46% of 360,000 active. recombinant RAD52 DNA annealing, FRET fluorescence;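 active means every replicate showing at least 50% inhibition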
Active calls of the source: *.

Start of the listing, in advance (2 entries):
Results for CCCN(C(=O)C1CC(=O)N(c2ccccc2C(C)CC)C1)C1CCS(=O)(=O)C1 (stereo unspecified) ?
Xi reactivation: 0.0; ARNT-TACC3 inh: -3; F508del corr: -4.1; RAD54 inh: -2; INS-1E GSIS act: 17; esBAF inh: -3; ERAP1 HTS inh: 7; RAD52 inh: -10

How did Cc1cc(N2CCN(C3CCCCC3)CC2)n2nc(C)nc2n1 do in these assays?
Xi reactivation: 0.0; ARNT-TACC3 inh: -3; F508del corr: 2.2; RAD54 inh: 4; INS-1E GSIS act: 41; esBAF inh: -1; ERAP1 HTS inh: 0; RAD52 inh: 0

The whole of this part, from the first entry:
Results for CCCN(C(=O)C1CC(=O)N(c2ccccc2C(C)CC)C1)C1CCS(=O)(=O)C1 (stereo unspecified) ?
Xi reactivation: 0.0; ARNT-TACC3 inh: -3; F508del corr: -4.1; RAD54 inh: -2; INS-1E GSIS act: 17; esBAF inh: -3; ERAP1 HTS inh: 7; RAD52 inh: -10

How did Cc1cc(N2CCN(C3CCCCC3)CC2)n2nc(C)nc2n1 do in these assays?
Xi reactivation: 0.0; ARNT-TACC3 inh: -3; F508del corr: 2.2; RAD54 inh: 4; INS-1E GSIS act: 41; esBAF inh: -1; ERAP1 HTS inh: 0; RAD52 inh: 0

How did COc1cc(SC)ccc1C(=O)OCC(=O)NC1CC1 do in these assays?
Xi reactivation: 0.2; ARNT-TACC3 inh: 0; F508del corr: -0.9; INS-1E GSIS act: 11; ERAP1 HTS inh: -1; RAD52 inh: -28

Results for CC(C)NC(=O)Nc1ccc2c(c1)CC(=O)N([C@H](C)CO)C[C@@H](C)[C@@H](CN(C)Cc1ccc(Cl)c(Cl)c1)O2 ?
Xi reactivation: -0.1; ARNT-TACC3 inh: -1; F508del corr: 2.5; RAD54 inh: -30; INS-1E GSIS act: 2; esBAF inh: -6; ERAP1 HTS inh: 1; RAD52 inh: -9

How did C[C@H](NC(=O)c1nc[nH]c1C(=O)N[C@@H](CCCCNC(=O)OC(C)(C)C)C(=O)OC(C)(C)C)C(=O)OCc1ccccc1 do in these assays?
Xi reactivation: 0.0; ARNT-TACC3 inh: -1; F508del corr: -0.5; RAD54 inh: -9; INS-1E GSIS act: -40; esBAF inh: 1; ERAP1 HTS inh: 4; RAD52 inh: -51

How did Cc1ccc(C)c(NS(=O)(=O)c2ccccc2C)c1 do in these assays?
Xi reactivation: 0.0; ARNT-TACC3 inh: -7; F508del corr: -1.5; RAD54 inh: 12; INS-1E GSIS act: -4; esBAF inh: 1; ERAP1 HTS inh: 0; RAD52 inh: -17

How did Cc1cc(S(=O)(=O)n2cnc3ccccc32)c(C)cc1Cl do in these assays?
ARNT-TACC3 inh: -1; RAD54 inh: -12; INS-1E GSIS act: 1; esBAF inh: -6

What do the screens show for `C[C@H](CO)N1C[C@H](C)[C@H](CN(C)Cc2ccc(-c3ccccc3)cc2)OCc2ccccc2-c2ccccc2C1=O`?
Xi reactivation: 0.0; F508del corr: -3.9; INS-1E GSIS act: -12; ERAP1 HTS inh: -2; RAD52 inh: -4

What do the screens show for `COc1ccccc1-c1ccc([C@@H]2[C@@H](C#N)N(C(=O)CN(C)C)[C@H]2CO)cc1`?
Xi reactivation: 0.1; ARNT-TACC3 inh: -8; F508del corr: -0.1; RAD54 inh: -2; INS-1E GSIS act: -4; esBAF inh: -4; ERAP1 HTS inh: -2; RAD52 inh: 0

What do the screens show for `O=S(=O)(O)c1cc(OS(=O)(=O)c2ccccc2)cc2ccccc12`?
Xi reactivation: 0.0; ARNT-TACC3 inh: -8; F508del corr: 4.0; RAD54 inh: -3; INS-1E GSIS act: 0; esBAF inh: 11; ERAP1 HTS inh: 1; RAD52 inh: -15

What do the screens show for `O=C(NC1CCCC1)C1CCN(C(=O)c2cccc(Cl)c2)CC1`?
ARNT-TACC3 inh: 8; F508del corr: -1.4; RAD54 inh: -6; INS-1E GSIS act: 3; esBAF inh: 2; ERAP1 HTS inh: -1; RAD52 inh: -6

What do the screens show for `CCC(=O)N1[C@@H](CO)[C@@H](c2ccc(-c3ccc(F)cc3)cc2)[C@@H]1CNC(C)=O`?
Xi reactivation: -0.1; ARNT-TACC3 inh: -4; F508del corr: -1.6; RAD54 inh: -1; INS-1E GSIS act: -10; esBAF inh: -1

Results for COC(=O)c1scc(C)c1S(=O)(=O)Nc1ccc(C)cc1 ?
Xi reactivation: 0.4; ARNT-TACC3 inh: -5; F508del corr: 1.1; INS-1E GSIS act: -13; ERAP1 HTS inh: 0; RAD52 inh: -17

Results for O=C(C[C@@H]1C[C@@H]2c3cc(NC(=O)c4cccnc4)ccc3O[C@@H]2[C@@H](CO)O1)NCCc1ccccc1 ?
Xi reactivation: 0.0; ARNT-TACC3 inh: -4; F508del corr: -0.1; RAD54 inh: 9; INS-1E GSIS act: 4; esBAF inh: 8; ERAP1 HTS inh: 2; RAD52 inh: -2

How did CC1(C(=O)NS(=O)(=O)c2ccccc2)CCN1C(=O)C1(c2ccc(Cl)cc2)CCC1 (stereo unspecified) do in these assays?
Xi reactivation: 0.0; F508del corr: 3.3; RAD54 inh: -1; INS-1E GSIS act: 31; esBAF inh: 3; ERAP1 HTS inh: 0; RAD52 inh: -9

Results for Cc1ccc2c(C)c(C(=O)N3CCN(Cc4ccc5c(c4)OCO5)CC3)oc2c1C ?
Xi reactivation: 0.0; ARNT-TACC3 inh: 4; F508del corr: 1.1; RAD54 inh: 6; INS-1E GSIS act: -29; esBAF inh: 79*; ERAP1 HTS inh: -1; RAD52 inh: -3

Results for CS(=O)(=O)c1ccc(C(=O)N(CCc2ccccc2)Cc2ccccc2)cc1 ?
Xi reactivation: -0.1; F508del corr: -0.9; RAD54 inh: -5; INS-1E GSIS act: -6; esBAF inh: -7; ERAP1 HTS inh: 0; RAD52 inh: -8

Results for COCCN(Cc1ccccc1)C(=O)C1CCN(S(=O)(=O)c2ccc3c(c2)OCCO3)CC1 ?
Xi reactivation: -1.1; ARNT-TACC3 inh: -49; F508del corr: 2.5; RAD54 inh: 11; esBAF inh: -3; ERAP1 HTS inh: -1; RAD52 inh: -4

Results for O=C(C[C@H]1CC[C@H]2[C@@H](COC[C@H](O)CN2Cc2ccc(F)cc2)O1)N1CCc2ccccc2C1 ?
Xi reactivation: 0.0; ARNT-TACC3 inh: 1; F508del corr: 2.1; RAD54 inh: -12; INS-1E GSIS act: -12; esBAF inh: -4; ERAP1 HTS inh: 2; RAD52 inh: 18

How did Cc1cc(C)c(S(=O)(=O)N(C)CC(=O)NCCCn2ccnc2)c(C)c1 do in these assays?
Xi reactivation: 0.4; F508del corr: -0.4; RAD54 inh: 0; INS-1E GSIS act: 12; esBAF inh: 11; ERAP1 HTS inh: 2; RAD52 inh: -10

How did C/C(=N\NC(=O)CN1CCN(S(=O)(=O)c2ccc(C)cc2)CC1)c1ccncc1 do in these assays?
Xi reactivation: 0.9; ARNT-TACC3 inh: 20; F508del corr: 0.6; RAD54 inh: 7; INS-1E GSIS act: 2; esBAF inh: 1; RAD52 inh: 2

How did CS(=O)(=O)N1CCN(c2ncnc3c2cnn3-c2ccccc2)CC1 do in these assays?
Xi reactivation: 0.1; ARNT-TACC3 inh: 0; F508del corr: -1.1; INS-1E GSIS act: 13; ERAP1 HTS inh: 6; RAD52 inh: -2

Results for COc1cc(/C=C2/NC(=O)NC2=O)cc(Br)c1OCc1cccc(C(=O)O)c1 ?
Xi reactivation: 0.0; ARNT-TACC3 inh: 7; F508del corr: 0.7; INS-1E GSIS act: -12; esBAF inh: -1; ERAP1 HTS inh: -15; RAD52 inh: -8

What do the screens show for `COc1ccc(CNC(=O)C[C@H]2CC[C@@H](NS(=O)(=O)c3cccc(OC)c3)[C@@H](CO)O2)cc1`?
Xi reactivation: -0.2; ARNT-TACC3 inh: -8; F508del corr: 1.6; RAD54 inh: 5; INS-1E GSIS act: 4; esBAF inh: 2; ERAP1 HTS inh: 2; RAD52 inh: -6

Results for C[C@@H]1CN([C@@H](C)CO)C(=O)c2cc(NC(=O)Cc3ccccc3)ccc2O[C@H]1CN(C)S(=O)(=O)c1ccc(Cl)cc1 ?
Xi reactivation: -0.1; ARNT-TACC3 inh: 0; F508del corr: 2.0; RAD54 inh: 13; INS-1E GSIS act: -8; esBAF inh: -1; ERAP1 HTS inh: 1; RAD52 inh: 4

How did COc1cccc(C#Cc2ccc([C@@H]3[C@@H](CO)N(C(=O)C4CCOCC4)[C@H]3C#N)cc2)c1 do in these assays?
Xi reactivation: 0.2; ARNT-TACC3 inh: 12; F508del corr: 2.2; RAD54 inh: -8; INS-1E GSIS act: 12; esBAF inh: 6; ERAP1 HTS inh: 1; RAD52 inh: -124

Results for Cc1ccc(S(=O)(=O)Nc2ccc3c(c2)CC(=O)N([C@H](C)CO)C[C@H](C)[C@@H](CN(C)C)O3)cc1 ?
Xi reactivation: 0.2; ARNT-TACC3 inh: 5; F508del corr: -3.4; RAD54 inh: 19; INS-1E GSIS act: 12; esBAF inh: -1; ERAP1 HTS inh: 3; RAD52 inh: -5

How did CC(CCc1ccccc1)NC(=O)COc1ccc(S(=O)(=O)N2CCOCC2)cc1[N+](=O)[O-] (stereo unspecified) do in these assays?
Xi reactivation: 0.0; ARNT-TACC3 inh: -2; F508del corr: 1.3; RAD54 inh: 6; esBAF inh: -7; ERAP1 HTS inh: 3; RAD52 inh: -16

How did COc1ccc(CNC(=O)c2coc(=O)c3ccccc23)cc1 do in these assays?
Xi reactivation: 0.0; ARNT-TACC3 inh: -4; F508del corr: 2.2; INS-1E GSIS act: -11; ERAP1 HTS inh: -4; RAD52 inh: -18

How did CCOC(=O)N/N=C/c1c(C)c(C(=O)c2ccc(F)cc2)n2ccccc12 do in these assays?
Xi reactivation: 0.0; ARNT-TACC3 inh: -4; F508del corr: 1.4; RAD54 inh: -3; INS-1E GSIS act: 4; esBAF inh: 0; ERAP1 HTS inh: -1; RAD52 inh: -35

Results for O=C(NCc1ccccc1)C1CCCN(S(=O)(=O)c2cccnc2)C1 (stereo unspecified) ?
ARNT-TACC3 inh: -2; RAD54 inh: -6; INS-1E GSIS act: -2; esBAF inh: -13

Results for O=C(C[C@@H]1CC[C@@H]2[C@H](COC[C@H](O)CN2S(=O)(=O)c2ccccc2Cl)O1)N1CCC(Cc2ccccc2)CC1 ?
Xi reactivation: -0.1; ARNT-TACC3 inh: -4; F508del corr: 3.5; RAD54 inh: -3; INS-1E GSIS act: -41; esBAF inh: 6; ERAP1 HTS inh: 1; RAD52 inh: 15

What do the screens show for `Cn1c(SCC(=O)c2ccc3c(c2)NC(=O)CO3)nc2ccccc21`?
Xi reactivation: 0.0; ARNT-TACC3 inh: 1; F508del corr: 2.4; INS-1E GSIS act: -11; ERAP1 HTS inh: -8; RAD52 inh: -17

How did Cc1ccc(-c2nn(Cc3ccccc3)cc2C(=O)N2CCN(c3ccccn3)CC2)cc1 do in these assays?
Xi reactivation: 0.0; ARNT-TACC3 inh: -4; F508del corr: -3.9; RAD54 inh: -13; INS-1E GSIS act: -51; esBAF inh: 6; ERAP1 HTS inh: -2; RAD52 inh: 1

How did C[C@@H]1CN([C@H](C)CO)C(=O)c2cc(C#CC3(O)CCCC3)cnc2O[C@H]1CN(C)C(=O)Nc1ccc2c(c1)OCO2 do in these assays?
Xi reactivation: 0.4; ARNT-TACC3 inh: 3; F508del corr: -1.9; RAD54 inh: 3; INS-1E GSIS act: 4; esBAF inh: 18; ERAP1 HTS inh: -1; RAD52 inh: 7

Results for CC(C)c1ccc(S(=O)(=O)N2CCCCC2)cc1 ?
Xi reactivation: 0.4; F508del corr: 0.3; RAD54 inh: 1; INS-1E GSIS act: 6; esBAF inh: -4; ERAP1 HTS inh: -3; RAD52 inh: -3

Compounds as they come. Share with any hit: about 3.3%.
